Kir21 inh: blocks the mouse Kir2.1 inward-rectifier potassium channel; hit rate 0.85% among 310,000; P35561; B-score at 10 µM; HEK293-Kir2.1, FluxOR thallium flux fluorescence; hits give low values;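 active = fluorescence ratio B-score at or below minus 3 SD of library scores, with starting-brightness B-score within 2 SD, cut at about -4.2 in these data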;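 note: channel flux triggered by added potassium and thallium sulfate stimulus; B-score of peak minus minimum fluorescence over baseline after thallium stimulus; more negative B-score means stronger Kir2.1 block with less thallium influx; some compounds called inactive have numbers as strong as hits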
Target sequence (P35561 whole entry, looked up): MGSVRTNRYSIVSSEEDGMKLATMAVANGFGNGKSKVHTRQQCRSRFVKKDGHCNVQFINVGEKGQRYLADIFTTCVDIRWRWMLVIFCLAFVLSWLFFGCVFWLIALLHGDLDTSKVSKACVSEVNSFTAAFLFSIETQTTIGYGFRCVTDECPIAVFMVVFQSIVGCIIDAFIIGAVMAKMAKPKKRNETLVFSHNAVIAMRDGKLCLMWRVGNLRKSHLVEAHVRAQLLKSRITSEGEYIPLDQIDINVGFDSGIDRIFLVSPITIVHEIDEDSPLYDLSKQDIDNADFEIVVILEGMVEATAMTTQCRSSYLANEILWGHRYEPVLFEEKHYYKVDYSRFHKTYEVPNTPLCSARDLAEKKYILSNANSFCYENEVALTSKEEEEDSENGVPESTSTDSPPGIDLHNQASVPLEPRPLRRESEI
CHT block: inhibits the human high affinity choline transporter | Q9GZV3 | B-score at 10 µM | hit rate 0.86% among 310,000 | CHT-expressing cells, membrane potential dye, choline response; hits give low values;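 active = B-score over 3 SD under the library average, and starting fluorescence ratio not unusually high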;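 note: choline stimulus applied at its EC90 after an EC20 pre-addition; B-score computed on integrated fluorescence ratio after choline addition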
Target sequence (Q9GZV3 whole entry, looked up): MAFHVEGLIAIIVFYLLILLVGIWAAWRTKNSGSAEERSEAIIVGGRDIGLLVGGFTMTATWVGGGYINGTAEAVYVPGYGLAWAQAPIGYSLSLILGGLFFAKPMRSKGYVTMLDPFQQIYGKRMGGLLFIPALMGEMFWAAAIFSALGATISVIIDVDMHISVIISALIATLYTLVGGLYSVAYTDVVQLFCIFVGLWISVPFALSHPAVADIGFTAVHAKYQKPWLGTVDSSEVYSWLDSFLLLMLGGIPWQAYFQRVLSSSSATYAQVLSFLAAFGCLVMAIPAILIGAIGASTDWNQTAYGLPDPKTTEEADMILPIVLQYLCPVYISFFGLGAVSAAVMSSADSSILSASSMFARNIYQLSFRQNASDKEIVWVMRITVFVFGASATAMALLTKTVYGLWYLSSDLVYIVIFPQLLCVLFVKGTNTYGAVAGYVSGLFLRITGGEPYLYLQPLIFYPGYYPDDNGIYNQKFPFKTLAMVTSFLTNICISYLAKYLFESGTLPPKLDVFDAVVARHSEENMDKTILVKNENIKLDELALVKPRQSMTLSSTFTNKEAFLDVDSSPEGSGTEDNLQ
KCNQ2 block: KCNQ2 channel blockers in CHO-K1 cells – cell-based, FluxOR thallium flux, B-score, primary screen (AID 2156); 20 min; hits give low values; B-score at 10 µM; hit rate 1.1% among 310,000; O88943;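 active = fluorescence ratio B-score at most minus 3 library SDs, with starting brightness B-score within 2 library SDs, cut at about -5.5 in these data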
Active calls of the source: *; i = inactive; / = not tested or not shown.

Kir21 inh | CHT block | KCNQ2 block | compound
-1.1 | i | i | C=CCc1c(C)nc2c(-c3ccccc3)cnn2c1N1CCOCC1
-0.64 | i | i | NC(=O)C(=O)N/N=C/c1cccc(C(F)(F)F)c1
-1.1 | i | i | COc1cc(S(=O)(=O)N2CCCC2)c(C)cc1C
0.27 | i | i | O=c1[nH]c2ccccc2c(O)c1-c1cc2ccccc2oc1=O
-1 | i | i | COc1ccc2nc(SCC(=O)NCc3ccc4c(c3)OCO4)[nH]c2c1
-5.1 | i | i | CCOc1ccccc1NC(=S)NCCc1ccc(F)cc1
2.1 | i | i | S=C(NCCN1CCOCC1)N/N=C/c1cccs1
-2 | i | i | O=C(O)CCC(NC(=S)Nc1ccccc1)C(=O)O (stereo unspecified)
1.2 | i | i | COCCN(C(=O)c1ccc(-c2ccc(Cl)cc2)o1)c1c(N)n(Cc2ccccc2)c(=O)[nH]c1=O
-0.18 | i | i | CC(C)c1ccccc1NC(=O)COC(=O)Cc1cccc(C(F)(F)F)c1

Pulled by compound from the list above, 7 records:
Kir21 inh | CHT block | KCNQ2 block | compound
0.27 | i | i | O=c1[nH]c2ccccc2c(O)c1-c1cc2ccccc2oc1=O
-1 | i | i | COc1ccc2nc(SCC(=O)NCc3ccc4c(c3)OCO4)[nH]c2c1
-1.1 | i | i | COc1cc(S(=O)(=O)N2CCCC2)c(C)cc1C
-2 | i | i | O=C(O)CCC(NC(=S)Nc1ccccc1)C(=O)O (stereo unspecified)
-0.18 | i | i | CC(C)c1ccccc1NC(=O)COC(=O)Cc1cccc(C(F)(F)F)c1
-0.64 | i | i | NC(=O)C(=O)N/N=C/c1cccc(C(F)(F)F)c1
-1.1 | i | i | C=CCc1c(C)nc2c(-c3ccccc3)cnn2c1N1CCOCC1

(listing goes on)
Kir21 inh | CHT block | KCNQ2 block | compound
1.9 | i | i | COC(=O)c1nn(-c2ccc3c(c2)CCN3C(C)=O)cc1O
-0.15 | i | i | O=C(N/N=C/c1ccccc1[N+](=O)[O-])c1ccc(CN2CCOCC2)cc1
0.63 | i | i | CCOC(=O)c1c(-c2ccc(C)cc2)csc1NC(=O)c1cccc(N2C(=O)CCC2=O)c1
-0.88 | i | i | COc1ccc(OC)c(C(=O)COC(=O)c2ccc(C)o2)c1
-1.2 | i | i | COc1cc2c(cc1OC)C(C)N(C(=O)c1ccc(C)o1)CC2 (stereo unspecified)
0.53 | i | i | CCCc1ccc(O)c(N=Cc2cc(Br)cc(OCC)c2O)c1
0.43 | i | -6.9* | O=C(COC(=O)c1ccc(Sc2ccccc2)c([N+](=O)[O-])c1)NC1CCCc2ccccc21 (stereo unspecified)
0.83 | i | i | O=C(Nc1ccc(-c2nc3ccccc3s2)c(O)c1)C1=COCCO1
-0.06 | i | i | COc1cccc(N(CC(=O)NC2CCCCC2)C(=O)CCC(=O)Nc2nc(C)cs2)c1
-0.08 | i | i | CCNc1nc(N)c(C(=C(C#N)C#N)c2ccccc2)s1
1.7 | i | i | CCc1cc2c(cc3c(=O)n(CC(=O)N4CCN(c5ccccn5)CC4)nc(CC)n32)s1
0.67 | i | i | O=C(O)C1CCN1C1CCCCC1 (stereo unspecified)
-0.38 | i | i | CCc1ccc(NC(=O)c2cc3c(C)nc4ccccc4c3o2)cc1
0.83 | i | i | Cc1noc(C)c1C(=O)N1CCC(Cc2ccccc2)CC1
-0.52 | i | i | CC(=O)Nc1ccccc1C(=O)C(=O)O
-0.44 | i | i | O=C(Nc1ccc(S(=O)(=O)N2CCCCC2)cc1)C1CC(=O)N(c2ccc(F)cc2)C1 (stereo unspecified)
0.52 | i | -6.1* | Cc1nc(N2CCN(c3ccccc3)CC2)nc2c1C(=O)CC(c1ccccc1)C2 (stereo unspecified)
-0.29 | i | i | C[n+]1cn(/N=C/c2ccccc2)c2ccccc21
-0.25 | i | i | Cc1cc(SCC(=O)N/N=C/c2ccc(O)cc2O)c(C)cc1Br
-0.79 | i | i | CCOC(=O)N1CCN(C(=O)c2c[nH]c3ccc(S(=O)(=O)N(C)c4ccc(F)cc4)cc3c2=O)CC1

Rewritten with bars between the fields: three of the compounds above.
SMILES | Kir21 inh | CHT block | KCNQ2 block
C[n+]1cn(/N=C/c2ccccc2)c2ccccc21 | -0.29 | i | i
Cc1cc(SCC(=O)N/N=C/c2ccc(O)cc2O)c(C)cc1Br | -0.25 | i | i
CCOC(=O)N1CCN(C(=O)c2c[nH]c3ccc(S(=O)(=O)N(C)c4ccc(F)cc4)cc3c2=O)CC1 | -0.79 | i | i

Continued:
Kir21 inh | CHT block | KCNQ2 block | compound
-1.9 | i | i | CCCS(=O)(=O)Nc1ccc(-c2cn3c(n2)SCC3)cc1
1.2 | i | i | CCS(=O)(=O)N1Cc2ccccc2CC1C(=O)Nc1cccc(OC)c1 (stereo unspecified)
-1.2 | i | i | C=CCc1ccc(OCCCOc2ccc(C(=O)O)cc2)c(OC)c1
1.4 | i | i | Cc1nc(N)sc1N=Nc1ccc(Br)cc1
-0.97 | i | i | Cc1nc2ccccc2n1C1CC(=O)N(Cc2ccccc2)C1=O (stereo unspecified)
-0.31 | i | i | OCC1(Cc2ccccc2)CCCN(C2CCCC2)C1 (stereo unspecified)
-0.28 | i | i | CCCCCOc1ccc(NC(=O)CCCC(=O)O)cc1
0.16 | i | i | CC(C)CN(C(=O)CN1CCN(c2ccc(F)cc2)CC1)c1c(N)n(CC(C)C)c(=O)[nH]c1=O
-0.35 | i | i | O=C(NCc1ccccc1C(F)(F)F)C1CC(c2cccc(F)c2)=NO1 (stereo unspecified)
-0.03 | i | i | CCc1c(-c2ccccc2)nc2sc3c(c2c1N)CCCC3
1.5 | i | i | COc1ccccc1-n1c(CNC(=O)COc2ccccc2)n[nH]c1=S
-1.7 | i | i | CC(=NCCCNC1CCCCC1)C1=C(O)CC(C)(C)CC1=O
0.52 | i | i | COc1ccc(N2CCN(S(=O)(=O)c3cc4c5c(c3)C(C)C(=O)N5CCC4)CC2)cc1 (stereo unspecified)
1.9 | i | i | O=C(c1ccccc1Br)N1CCn2c1nc1ccccc12
-2.3 | i | i | COc1ccc(-c2cc3c(=O)n(CC(=O)NCCCc4ccccc4)ncn3n2)cc1
-0.13 | i | i | O=C(CSc1nc2ccccc2c(=O)n1Cc1ccco1)NCCN1C(=O)CSC1=O
0.1 | i | i | CCCCN(C)C(=O)c1sc2ncn(CC)c(=O)c2c1C
0.25 | i | i | O=C(Cn1nc2n(c1=O)-c1ccccc1SC2)N/N=C/c1ccncc1
-0.87 | i | i | COC(=O)c1cc(S(=O)(=O)NCC2CCN(Cc3cc(C)ccc3C)CC2)cn1C
0.06 | i | i | N#CCSc1nccc(-c2cc(Cl)sc2Cl)n1
-0.49 | i | i | CCOC(=O)c1cc2ccccc2n1CCN(CC)CC
0.1 | i | i | O=C(OCn1nnc2ccccc2c1=O)C1=COCCO1
0.39 | i | i | COc1ccc(NC(=O)C2CCCN2C(=O)OC(C)(C)C)cc1 (stereo unspecified)
-0.02 | i | i | COc1ccc(-c2nc(CSCC(=O)N3CCc4ccccc4C3)c(C)o2)cc1OC
-0.22 | i | i | Cc1ccc2nc3c(cc2c1)c(NC(=O)c1ccco1)nn3CC(C)C
-0.73 | i | i | Cc1c(C)c2c(OCC(=O)NC3CC3)cc3c(c2oc1=O)CCC(C)(C)O3
-0.07 | i | i | O=C(Cc1n[nH]c(=O)c2ccccc12)N1CCN(c2ccc(F)cc2)CC1
1.9 | i | i | CCOC(=O)c1cn2cccnc2n1
-2.1 | i | i | CCN(CC)S(=O)(=O)c1ccc(-c2nnc(SCC(=O)Nc3nc(C)cs3)o2)cc1
-0.16 | i | i | O=C(c1c[nH]c(C(=O)C(Cl)(Cl)Cl)c1)c1ccccc1F
-0.38 | -7.6* | i | COc1cc2c(cc1OC)-c1cc(NC3CCCCCCC3)nc(=O)n1CC2
1 | i | i | CCN(CC)CCNC(=O)CCn1nc(-c2ccc(Cl)cc2)ccc1=O
-2 | i | i | CCOC(=O)C1=C(C)OC(N)=C(C#N)C1c1cc2ccccc2nc1N1CCCCC1 (stereo unspecified)
-2.2 | i | i | Cc1c(Cl)cccc1NC(=O)C1NC(=O)CC1c1ccccc1 (stereo unspecified)
-1.7 | i | i | Cc1ccc(CN2CC(C(=O)Nc3ccc(S(=O)(=O)N4CCCCC4)cc3)CC2=O)cc1 (stereo unspecified)
0.69 | i | i | CCOC(=O)CC(=O)CSc1ncnc2c1nnn2-c1ccc(OC)cc1
1.1 | i | i | CC(C)N(CCNC(=O)c1ccc(OCC2CCCO2)cc1)C(C)C (stereo unspecified)
-0.52 | i | i | CC(CO)N1CCS(=O)(=O)CC1 (stereo unspecified)
0.16 | i | i | CC(=O)Nc1cccc2c1C(=O)N(c1ccc(OC(C)=O)cc1)C2=O
0.11 | i | i | CCOC(=O)C1=C(c2ccccc2)Nc2ncnn2C1c1cccc(OC)c1OC (stereo unspecified)
0.48 | i | i | CCCN1CCN(C(=O)CN2C(=O)CC(C)(C)S(=O)(=O)c3ccccc32)CC1
-0.2 | i | i | CCOc1cccc(OCCOCCN(C)C)c1
-0.54 | i | i | CS(=O)(=O)N(CC(=O)Nc1cccnc1)c1ccc2c(c1)OCO2
0.1 | i | i | COc1cc2nc(CN(C)Cc3ccc(Cl)cc3)[nH]c(=O)c2cc1OC
0.08 | i | i | O/N=C/c1ccccc1OCc1ccccc1Cl
2.3 | i | i | CCOc1ccc(C(=O)NC(C)C2COc3ccccc3O2)cc1 (stereo unspecified)
0.2 | i | i | CC(=O)N1CCN(c2ccc(NS(=O)(=O)c3ccc(C)cc3)cc2)CC1
-0.6 | i | i | Cc1ccc(-c2nc(CS(=O)(=O)CC(=O)NCc3ccc4c(c3)OCO4)c(C)o2)cc1
0.33 | i | i | O=C(OCc1cccc(C(F)(F)F)c1)c1ccc[nH]c1=O
1.7 | i | i | O=C(c1ccco1)N1CCN(C(c2ccccc2)c2nnnn2C2CCCC2)CC1 (stereo unspecified)

New compounds follow
Kir21 inh | CHT block | KCNQ2 block | compound
0.13 | i | i | Cc1ccc(N2CC(C(=O)N3CCN(Cc4ccc5c(c4)OCO5)CC3)CC2=O)cc1 (stereo unspecified)
0.44 | i | i | CC(c1ccccc1)N1CCN(C(=O)CCl)CC1 (stereo unspecified)
0.09 | i | i | CC(C)OCCCN1C(=O)c2[nH]nc(-c3ccccc3O)c2C1c1cccc(Cl)c1 (stereo unspecified)
-0.93 | i | i | COc1ccc(N2CCN(C(=O)CSc3nnc(NC(=O)C4CCC4)s3)CC2)cc1
-0.24 | i | i | Cc1ccccc1NC(=O)CSc1n[nH]c(-c2ccccn2)n1
-0.67 | i | i | CC(=O)c1ccc(NC(=O)c2cc(-c3cccs3)on2)cc1
0.02 | i | i | COc1ccc(S(=O)(=O)Nc2ccccc2C(=O)OC2CCCN(C)C2)cc1OC (stereo unspecified)
-0.46 | i | i | O=C(COc1coc(CN2CCN(c3ccc(F)cc3)CC2)cc1=O)Nc1ccccc1
0 | i | i | CCOC(=O)c1c(NC(=O)CSc2nnc(-c3c[nH]c4ccccc34)n2C)sc2c1CCCC2
0.82 | i | i | CCOC(=O)c1cc2c(C)n(-c3ccc(OCC)cc3)c(C)c2ccc1=O
-0.58 | i | i | COc1ccc(C2C(C(C)=O)=C(O)C(=O)N2c2ccc(Br)cn2)cc1 (stereo unspecified)
-0.32 | i | i | CN=c1scc(-c2ccc(Cl)cc2)n1C
0.78 | i | i | O=C(NCc1nnc(SCC(=O)N2CCCCCC2)o1)c1ccco1
0.24 | i | i | Cc1ccc2c(c1)N(C(=O)CCC(=O)NCc1ccccc1)CC(C)O2 (stereo unspecified)
0.56 | i | i | COC(=O)[C@@]12CCCN1[C@H](c1ccc(-c3ccccc3)cc1)[C@H]1C(=O)N(C)C(=O)[C@H]12
2.9 | i | i | COc1ccc(CCC(=O)Nc2ncc(C)s2)cc1
1.4 | i | i | O=C(NCc1ccccn1)C12CC3CC(CC(C3)C1)C2
0.3 | i | i | S=c1[nH]ccn1Cc1ccccc1
0.53 | i | i | CCn1nc(C(=O)Nc2ccccc2C)c(Cl)c1Cl
1.2 | i | i | Cn1c(SCCN2CCOCC2)nc2sc3c(c2c1=O)CCCC3
0.67 | i | i | O=C1OC(C(=O)Nc2ccccc2)Cc2ccccc21 (stereo unspecified)
1.8 | i | i | Cc1nc2sc(C#N)c(N)c2c2c1CCCC2
-1.2 | i | i | Cc1nc2c(-c3ccccc3)c(C)nn2c(C)c1CCC(=O)N1CCOCC1
-1.1 | i | i | Nc1ccc2nn(-c3ccc(F)cc3)nc2c1
0.69 | i | i | CC(=O)c1cccc(NC(=S)NC(=O)c2cccc(C)c2)c1
-0.03 | i | i | CCOc1c(Br)cc(C(=O)NCCCn2ccnc2)cc1OC
0.8 | i | i | O=C1c2oc3ccc(Br)cc3c(=O)c2C(c2cccc(F)c2)N1CCO (stereo unspecified)
-1 | i | i | CCCC(=O)N1CCN(c2ccc(NC(=O)c3cccs3)cc2Cl)CC1
-0.3 | i | i | C/C(Cn1nnc([N+](=O)[O-])n1)=N\NC(=O)c1cccc(Cl)c1
-0.73 | i | i | O=C(CSc1nnc(NC(=O)c2c(F)cccc2F)s1)NC1CC1
1 | i | i | N#C/C(=C\c1ccc(-c2nc3ccccc3s2)o1)C(N)=O
0.88 | i | i | COc1ccc(CCN(C)CCCC(C#N)(c2cc(OC)c(OC)c(OC)c2)C(C)C)cc1OC (stereo unspecified)
0.03 | i | i | Cc1ccc(CCNS(=O)(=O)c2ccc(C)cc2)cc1
1 | / | i | COc1cccc(C(=O)COc2ccc(NC(=O)c3ccccc3)cc2)c1
-3.2 | i | i | CCCc1nc2oc(C(=O)c3ccccc3)c(N)c2c2c1COC(C)(C)C2

Hits appear at their usual frequency (roughly 2.6% active in at least one column).
